Polio RdRp inh – poliovirus RNA polymerase inhibition | P03300 | poliovirus polymerase elongation, fluorescence polarization; active compounds read low | % elongation, % (compound at 16.7 µg/mL) | actives 0.66% (n = 150,000) | AID 588519; in the data active means % elongation below about 90%; further: some results filed as inactive read as strong as hits
Target sequence (P03300 1749-2209 limits assumed): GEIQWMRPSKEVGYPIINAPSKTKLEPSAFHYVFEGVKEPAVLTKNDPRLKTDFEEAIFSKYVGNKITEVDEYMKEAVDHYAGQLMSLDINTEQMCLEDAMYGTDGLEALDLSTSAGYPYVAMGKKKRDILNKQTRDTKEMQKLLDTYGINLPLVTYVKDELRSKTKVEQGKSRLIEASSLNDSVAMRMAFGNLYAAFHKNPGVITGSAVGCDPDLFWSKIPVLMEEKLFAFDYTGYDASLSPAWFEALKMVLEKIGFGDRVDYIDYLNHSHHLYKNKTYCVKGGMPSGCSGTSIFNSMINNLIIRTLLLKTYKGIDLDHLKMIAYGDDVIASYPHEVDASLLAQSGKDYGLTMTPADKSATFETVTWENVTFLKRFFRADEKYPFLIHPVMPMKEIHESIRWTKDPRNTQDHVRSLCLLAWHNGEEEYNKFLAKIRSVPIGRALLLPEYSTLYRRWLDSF
Polio RdRp inh FP z-score – recorded beside Polio RdRp inh, whose call it bears; z-score; measured here: FP z-score; hits read low
The depositor's hits bear a star.

SMILES	Polio RdRp inh	Polio RdRp inh FP z-score
O=C(COC(=O)C1CCCCC1)Nc1ncccn1	92.0	-1.1
COc1ccc(-c2cc(C(=O)NCc3cccs3)c(C(F)(F)F)o2)cc1	101.0	0
c1ccc(Nc2ncnc3sc(-c4ccccc4)cc23)cc1	108.0	0.7
CCOC(=O)c1sc2c(c1C)C(c1cccs1)C1=C(CCCC1=O)N2 (stereo not given)	103.0	0
CCC1CN(C(=O)N2CCC(C(=O)NC)CC2)c2ccccc2O1 (stereo not given)	99.0	-1.3
O=C(/C=C/c1cccc(F)c1)OCc1c(Cl)nc2sccn12	104.0	0.6
CCOC(=O)C1CCN(c2cnn(-c3nc4ccccc4s3)c(=O)c2Cl)CC1	100.0	-0.1
Cc1ccc2c(c1)c1c3n2CCN(C(=O)CN2CCN(C(=O)c4ccco4)CC2)C3CCC1 (stereo not given)	103.0	0.6
COC(=O)c1cc2oc3ccccc3c2n1Cc1nc(-c2ccccc2C)oc1C	109.0	-0.4
CN(Cc1ccccc1)S(C)(=O)=O	106.0	0.2
C=CCn1c(CCCO)n[nH]c1=S	105.0	0.4
Cn1c(O)c(C=Nc2ccccc2)c(=O)[nH]c1=S	102.0	0.7

Of the compounds above, 2 contain a Cl atom:
SMILES	Polio RdRp inh	Polio RdRp inh FP z-score
O=C(/C=C/c1cccc(F)c1)OCc1c(Cl)nc2sccn12	104.0	0.6
CCOC(=O)C1CCN(c2cnn(-c3nc4ccccc4s3)c(=O)c2Cl)CC1	100.0	-0.1

Next compounds.
SMILES	Polio RdRp inh	Polio RdRp inh FP z-score
O=C(CN1C(=O)c2ccccc2C1=O)NCc1ccccn1	103.0	0.6
CCOC(=O)c1c(C)oc2nc(C)nc(NCCc3ccc(SC)cc3)c12	113.0	0.8
Cc1ccc(-c2nn(CCC(=O)O)cc2CCC(=O)O)cc1	103.0	0.1
COc1ccc(OC)c(-n2cnc3cc(C(=O)NC4CCCC4)ccc32)c1	104.0	0
COc1cccc(NC2=C(C#N)C(=O)NC(c3cccc(OC)c3O)S2)c1 (stereo not given)	102.0	-0.2
OC(c1cn2cc(-c3ccccc3)nc2s1)(C(F)(F)F)C(F)(F)F	100.0	0
Cc1cc(Br)c(NC(=O)C2C(C)(C)C2(C)C)c(Br)c1	102.0	0.1
COc1cccc(NS(=O)(=O)c2ccc(-c3cc(C)no3)s2)c1	109.0	1
Cc1ccc2c(c1)NC(SCC(=O)NC(C)C)=NS2(=O)=O	99.0	-0.6
COC(=O)CN(C#N)c1nc(SC)nc(N(C)C)n1	100.0	-0.4
COc1cccc(NC(=O)c2c(N3CCCC3=O)c3cc(C)ccc3n2C)c1	108.0	0.1
Oc1cccc(C=Nc2ccc(OC(F)(F)F)cc2)c1O	96.0	-1
N#Cc1c(F)cccc1N1CCN(c2ccc(O)cc2)CC1	101.0	-0.2
CC(Sc1ncc(S(=O)(=O)c2ccccc2)c(N)n1)C(=O)Nc1ccccc1 (stereo not given)	103.0	0.4
CCOc1ccc(OCC)c(S(=O)(=O)n2cnc3cc(C)c(C)cc32)c1	100.0	-0.4
CCOC(=O)c1ccccc1NC(=O)CN(c1cccc(C)c1C)S(=O)(=O)c1ccccc1	103.0	-0.6
CCNS(=O)(=O)c1ccc(NC(=O)Nc2cccc(OC)c2)cc1	101.0	0.1
Cc1ccc2nc(NCCc3ccc(Cl)cc3)c3nncn3c2c1	107.0	0.3
CC(C)C1N=C2c3ccccc3N=C(SCC(=O)NCc3ccc(F)cc3)N2C1=O (stereo not given)	101.0	-0.9
CCC(=O)Nc1ccc2nc(C)n(Cc3ccccc3)c(=O)c2c1	103.0	0.4
O=C(CCC1N=C2c3ccccc3N=C(SCc3cccc(Cl)c3)N2C1=O)NCc1cccs1 (stereo not given)	109.0	0.4
Cc1ccc(C)c(CSc2cn(CCNC(=O)c3cccs3)c3ccccc23)c1	105.0	0.2
Cc1nc2ccccc2c2oc(C(=O)NC3CCN(Cc4ccccc4)CC3)cc12	100.0	0.1
COc1ccc(-c2oc3ncn(CCO)c(=N)c3c2-c2ccc(OC)cc2)cc1	103.0	0.3
O=C(CCS(=O)(=O)c1cc2c(cc1Cl)NC(=O)CO2)NCc1ccc(Cl)cc1	98.0	-1.8
Nn1c(SCC(=O)NC2CCCC2)nnc1C1COc2ccccc2O1 (stereo not given)	99.0	-0.3
O=C(Cc1csc2nc(-c3ccc(F)cc3)cn12)NCc1ccccc1	108.0	0.5
CC(C)c1cc(C(C)C)c(N)c(C(C)C)c1	100.0	-0.3
CCOCCCNC(=O)c1cn(CC)c2ccc(S(=O)(=O)N3CCOCC3)cc2c1=O	101.0	-0.7
O=C(O)Cn1nnc(-c2ccccc2)n1	102.0	-0.6
COc1cc(SC)ccc1C(=O)Nc1ccccc1C(N)=O	109.0	0.9
CC(C)c1cnc2c(c1SCC(=O)NCc1ccccc1)c(=O)n(C)c(=O)n2C	111.0	0.7
Cc1ccc(Nc2nc3ccccc3c3nncn23)cc1C	101.0	-1.1
Cc1ccc(NC(=O)c2ccc(CN3CC(=O)N4CCCCC4C3=O)cc2)c(Cl)c1 (stereo not given)	105.0	-0.8
CN(C(=O)Nc1cnccc1C(F)(F)F)C1CCCCC1	101.0	0.1
O=C(Nc1ccon1)c1cc2ccccc2oc1=O	101.0	0.2
O=C(Nc1ccccc1)C(Cc1nnc(-c2ccc(F)cc2)o1)C(=O)c1ccccc1 (stereo not given)	104.0	0.3
Cc1ccccc1N1C(=O)CSC1=C(C#N)C#N	99.0	-1
CC1(NC(=O)N2CCOCC2)CCS(=O)(=O)C1 (stereo not given)	98.0	-1.9
Cc1c(C(=O)N(C)C)sc2c1c(=O)n(-c1ccc(F)cc1)c(=O)n2CC(=O)N(C)c1ccccc1	101.0	-1
CSc1ccc(CCNC(=O)c2c(C)oc3ncn(C)c(=O)c23)cc1	114.0	0.9
CCOC(=O)c1c(P(=O)(N2CCOCC2)N2CCOCC2)noc1N	99.0	-1
O=C(CSCCc1ccccn1)Nc1ccc(Br)cc1F	104.0	1.3
Cc1cccc(NC(=O)Cn2nc(C)c3nn(-c4ccc(Cl)cc4)c(C)c3c2=O)c1C	117.0	1.9
CCOC(=O)c1c(-c2ccccc2)csc1NC(=O)c1nc(SCC)ncc1Cl	118.0	0.2
COc1cc(CNC(=O)c2ccccc2SC)cc(OC)c1OC	103.0	0.1
Cn1cnnc1SCN1C(=O)c2ccccc2C1=O	107.0	0.5
Cc1nc(-c2noc(-c3ccc(Cl)cc3)n2)c(C(F)(F)F)o1	99.0	-0.6
CCOc1ccccc1NC(=O)c1ccc(C(=O)Nc2ccccc2OCC)cc1	108.0	0.7
Cc1ccc(CNC(=O)C2CCN(C(=O)c3ccc(-n4ccc5ccccc54)s3)CC2)o1	103.0	0.8
CC(C)Cn1c(SCC(=O)c2ccc(S(=O)(=O)N3CCOCC3)cc2)nc2ccccc21	109.0	1.1
Nc1cc(Cl)ccc1C(=O)OCC(=O)NCC1CCCCC1	100.0	-0.5
CC1CCCCC1NC(=O)c1cn(-c2ccccc2)nc1-c1cccs1 (stereo not given)	106.0	0.3
COc1ccccc1C(CCNS(=O)(=O)c1ccc(C)cc1)c1ccco1 (stereo not given)	99.0	-0.6
COC(=O)C1Cc2c([nH]c3ccccc23)C(C)N1 (stereo not given)	105.0	1
CCc1ccc(NC(=O)Cn2c(=O)n(CCCCC(=O)NCCc3ccccc3)c(=O)c3ccccc32)cc1	107.0	0.2
CCc1ccc(-c2nn(CC(=O)NC3CCCCC3)c3c2cnc2ccc(OC)cc23)cc1	105.0	-0.2
Cc1cc(C(=O)N2CCCCC2)c2cc(F)ccc2n1	102.0	0.6
c1ccc(C2Sc3ccccc3N=C3c4ccccc4SCC32)cc1 (stereo not given)	109.0	1
COc1ccc(F)cc1S(=O)(=O)Nc1cccc(-c2ccc(N3CCCCC3)nn2)c1	100.0	-0.2

Going on with the list.
SMILES	Polio RdRp inh	Polio RdRp inh FP z-score
C#CCNc1ccccc1	100.0	-0.3
CCCC(=O)N(c1ccc(OCC)cc1)S(=O)(=O)c1ccc2c(c1)n(C)c(=O)n2C	102.0	-0.1
CCNC(=O)COc1ccc(-c2nnco2)cc1	104.0	0.3
Cc1ccccc1CN1C(=O)c2ccccc2Sc2ccc(C(=O)NCCCN3CCOCC3)cc21	110.0	0.7
Cc1ccc(NC(=O)c2cc(S(=O)(=O)NC3CCCCCC3)ccc2F)cc1F	99.0	-1.8
CCSc1nnc(SC/C(O)=C(\C(=O)OC)c2nc3ccccc3[nH]2)s1	99.0	-0.4
CCOc1ccccc1NC(=O)Cn1cc(S(=O)(=O)N2CCC(C)CC2)c2ccccc2c1=O	101.0	-0.1
C[N+](C)(Cc1ccccc1)Cc1ccccc1	107.0	0.4
CCCCN(CC)CCNc1ncnc2onc(-c3ccc(Cl)cc3)c12	111.0	0.8
CCc1ccc(C2=C(C)C(N3CCC(C(=O)Nc4ccc(F)cc4)CC3)=NS2(=O)=O)cc1	104.0	-0.2
COc1ccc(OC)c(Nc2ncc3c(n2)CCN(Cc2cc(OC)c(OC)c(OC)c2)C3)c1	101.0	-0.8
CCCS(=O)(=O)Nc1cc(S(=O)(=O)CC)ccc1O	110.0	1.1

One compound at a time, as listed above. Order of values: Polio RdRp inh, Polio RdRp inh FP z-score
`C#CCNc1ccccc1` is entered as 100.0, -0.3
`CCCS(=O)(=O)Nc1cc(S(=O)(=O)CC)ccc1O` is entered as 110.0, 1.1

Next entries:
SMILES	Polio RdRp inh	Polio RdRp inh FP z-score
CC(C)c1ccc(C2C=C(c3ccccc3)Nc3ncnn32)cc1 (stereo not given)	101.0	-0.2
CCc1nn(CC(=O)NCCc2ccc(SC)cc2)c(=O)c2cc3sccc3n12	104.0	-0.5
CCN1C(=O)C(O)(CC(=O)c2ccc(F)cc2)c2ccccc21 (stereo not given)	101.0	-0.1
Cc1nn(-c2ccccc2)c2sc(C(=O)Nc3cccc(O)c3)cc12	105.0	0.1
Cc1ccc(CNc2nc3c(S(=O)(=O)c4ccc(C)c(C)c4)nnn3c3ccc(Cl)cc23)cc1	106.0	0.3
Cc1ccccc1-c1nnc(SCC(=O)N2CCCc3ccccc32)o1	108.0	0.5
CCN(C(=O)Cn1c(=O)n(CC2CCC(C(=O)NC)CC2)c(=O)c2sccc21)c1ccccc1 (stereo not given)	109.0	0.6
COc1ccc(-c2cc(C(F)(F)F)nc(S(=O)(=O)CCCC(=O)Nc3ccc4c(c3)OCO4)n2)cc1OC	102.0	0.5
COc1ccc(Cn2c(CCC(=O)Nc3ccccc3OC)nc3cccnc32)cc1	104.0	-0.1
CCOC(=O)c1c(C)n(C)c2ccc(O)cc12	107.0	1.3
CC(=O)c1ccc(NC(=O)CSc2nnc(NC(=O)Nc3ccccc3)s2)cc1	110.0	0.8
CCOC(=O)C1CC(=O)OC12CCCCC2 (stereo not given)	101.0	0.2
CCC(=O)Nc1nnc(S(=O)(=O)N(C)Cc2ccc(Cl)cc2)s1	104.0	-0.2
CCOC(=O)c1oc2ccccc2c1CN1CC(C)OC(C)C1 (stereo not given)	104.0	0.2
Cc1ccc(NC(=O)CSc2ncc(S(=O)(=O)c3ccc(C(C)C)cc3)c(=O)[nH]2)cc1C	101.0	-0.9
CCOC(=O)CSC1C(=O)Nc2ccccc2N=C1c1ccccc1 (stereo not given)	105.0	0.2
Cc1cccc(N=C2SCCN2C)c1C	102.0	-0.1
COc1cccc2c1Oc1ncccc1N(C(=O)CCC(=O)NCc1ccc(OC(C)C)cc1)C2	110.0	0.3
CCC(=O)Nc1c(C#N)c2nc3ccccc3nc2n1CCc1ccccc1	132.0	2.7
O=C(OC1CCOC1=O)c1ccc(Cl)cc1 (stereo not given)	100.0	-0.6
Nc1cc(C(Cl)=C(Cl)Cl)c(S(N)(=O)=O)cc1S(N)(=O)=O	102.0	0.3
COC(=O)c1ccc(-c2nc(-c3ccccc3)no2)cc1	100.0	-0.7
O=C(O)CCSc1nnnn1-c1ccccc1	103.0	0.3
CN(C(=O)Cn1c(=O)cnc2ccccc21)C1CCS(=O)(=O)C1 (stereo not given)	103.0	0.1

Fetched by structure from above:
SMILES	Polio RdRp inh	Polio RdRp inh FP z-score
CCC(=O)Nc1nnc(S(=O)(=O)N(C)Cc2ccc(Cl)cc2)s1	104.0	-0.2
COC(=O)c1ccc(-c2nc(-c3ccccc3)no2)cc1	100.0	-0.7
O=C(OC1CCOC1=O)c1ccc(Cl)cc1 (stereo not given)	100.0	-0.6
CCOC(=O)c1oc2ccccc2c1CN1CC(C)OC(C)C1 (stereo not given)	104.0	0.2
O=C(O)CCSc1nnnn1-c1ccccc1	103.0	0.3
CCOC(=O)CSC1C(=O)Nc2ccccc2N=C1c1ccccc1 (stereo not given)	105.0	0.2
Cc1ccc(NC(=O)CSc2ncc(S(=O)(=O)c3ccc(C(C)C)cc3)c(=O)[nH]2)cc1C	101.0	-0.9

(list continues)
SMILES	Polio RdRp inh	Polio RdRp inh FP z-score
COc1ccc(-c2cc(C(F)(F)F)nc(N3CCc4ccccc4C3)n2)cc1OC	101.0	0.1
CCOc1ccc(NC(=S)N2CCn3cccc3C2c2ccc(OC)cc2)cc1 (stereo not given)	104.0	1
Cc1ccc(-n2nc3ccc(NC(=O)COc4ccccc4)cc3n2)cc1Cl	110.0	0.6
CSc1nnc(CCNS(=O)(=O)c2ccc(Br)cc2)n1C	102.0	0.2
COc1ccc(C(=O)CSc2nccc(=O)[nH]2)cc1	102.0	0.4
Cc1cccc(CN2C(=O)N(c3ccc(C(C)C)cc3)S(=O)(=O)c3ccccc32)c1	113.0	1.2
CCC(CC)C(=O)Nc1cccc(C(=O)Nc2ccc3c(c2)OCCO3)c1	101.0	0.2
N#Cc1c(NC(=O)c2cc(C3CC3)on2)sc2c1CCC2	103.0	0.3
CNC(=O)CCCN1C(=O)CCn2nc(-c3cn(C)c4ccccc34)cc21	110.0	1
CCOC(=O)CCc1c(CC(=O)OCC)c[nH]c1/C=N/O	50.0*	-6.4*
COc1ccc(CCNC(C)=O)cc1	99.0	-0.2
O=c1[nH]c(=S)[nH]c2c1C(C1CCCCC1)Cc1ccccc1-2 (stereo not given)	105.0	0.2
O=C(OCc1cc(=O)n2c(n1)sc1ccccc12)C1=NN(c2ccccc2)C(=O)CC1	99.0	-0.4
CCOc1ccc(S(=O)(=O)N(C)CC(=O)NCc2ccco2)cc1Cl	106.0	1.2
CCOn1c(=O)c(=O)n(OC)c2ccccc21	104.0	0.5
CC(COc1ccc2c(c1)OCO2)NC(=O)c1cn(-c2ccc(F)cc2)nn1 (stereo not given)	104.0	1.3

Source: PubChem BioAssay

This is a subset, so the mix of outcomes need not match the whole.
